# HT1080 IDH1KD tx – qHTS for induction of synthetic lethality in tumor cells producing 2HG: qHTS for the HT-1080-IDH1KD cell line; HT-1080 IDH1 knockdown viability, ATP luminescence, 48 h; Potency, µM (series often up to 46.1 µM), for inactives: top-dose activity, negative = toxicity, usual class: cytotoxic; hit rate 2% among 360,000; AID 686971, 2013;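 also: potency is read from the fitted curve at half-maximal effect; 0% = DMSO wells and -100% = cell-free medium wells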
#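 After a 2 h attachment period, IDH1KD HT-1080 cells took pin-transferred compound for 48 h at 37 °C; ATP-based luminescence after 10 min room-temperature reagent incubation reported viability.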
# SW480 rereplic – A quantitative high throughput screen for small molecules that induce DNA re-replication in SW480 colon adenocarcinoma cells | SW480 DNA re-replication, Hoechst DNA content imaging, 48 h | Potency, µM (titrated, usually from 46.1 µM), for inactives: top-dose re-replication activation, most hits filed as activators | hit rate 1.8% among 340,000; also: potency is read from the fitted curve at half-maximal effect; % of control where 0% means no effect; nearly all actives have a fitted effect of over 55% in size
#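 Quantitative HTS format with DMSO vehicle controls; 48 hr drug incubation at 37 C, then 40 min Hoechst staining and scanning imager measurement at 405 nm excitation.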
# KB-V1 cytotox – qHTS assay for MDR1-selective chemotherapeutics: Primary screen using the drug-selected MDR subline cells KB-V1. AID 1347076, 2019. KB-V1 MDR cells viability, CellTiter-Glo, 72 h. hit rate 3.4% among 400,000. Potency, µM (highest dose often 46.1 µM), for inactives: top-dose activity change, negative = cytotoxicity, hits mostly cytotoxic; also: potency is read from the fitted curve at half-maximal effect; % is scaled to controls: 0 for no effect and ±100 for the full control effect; nearly all actives have a fitted effect of over 60% in size
#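 Cytotoxicity toward P-gp-expressing KB-V1 cells was determined as loss of CellTiter-Glo luminescence after 72 h at 37 degrees C. Compounds were tested in quantitative HTS format across a concentration range, with curves fitted to normalized data.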
# WRN inhibitor – qHTS for Inhibitors of WRN Helicase; WRN helicase unwinding, fluorescent forked duplex, kinetic; Bifunctional 3'-5' exonuclease/ATP-dependent helicase WRN (Homo sapiens), Q14191; Potency, µM (titrated, usually from 114 µM), inactives show at the highest dose activity change, negative = inhibition, most hits filed as inhibitors; hit rate 0.46% among 360,000; also: potency is read from the fitted curve at half-maximal effect; % is scaled to controls: 0 for no effect and ±100 for the full control effect; nearly all actives have a fitted effect of over 55% in size
# Target sequence (Q14191 whole entry, looked up): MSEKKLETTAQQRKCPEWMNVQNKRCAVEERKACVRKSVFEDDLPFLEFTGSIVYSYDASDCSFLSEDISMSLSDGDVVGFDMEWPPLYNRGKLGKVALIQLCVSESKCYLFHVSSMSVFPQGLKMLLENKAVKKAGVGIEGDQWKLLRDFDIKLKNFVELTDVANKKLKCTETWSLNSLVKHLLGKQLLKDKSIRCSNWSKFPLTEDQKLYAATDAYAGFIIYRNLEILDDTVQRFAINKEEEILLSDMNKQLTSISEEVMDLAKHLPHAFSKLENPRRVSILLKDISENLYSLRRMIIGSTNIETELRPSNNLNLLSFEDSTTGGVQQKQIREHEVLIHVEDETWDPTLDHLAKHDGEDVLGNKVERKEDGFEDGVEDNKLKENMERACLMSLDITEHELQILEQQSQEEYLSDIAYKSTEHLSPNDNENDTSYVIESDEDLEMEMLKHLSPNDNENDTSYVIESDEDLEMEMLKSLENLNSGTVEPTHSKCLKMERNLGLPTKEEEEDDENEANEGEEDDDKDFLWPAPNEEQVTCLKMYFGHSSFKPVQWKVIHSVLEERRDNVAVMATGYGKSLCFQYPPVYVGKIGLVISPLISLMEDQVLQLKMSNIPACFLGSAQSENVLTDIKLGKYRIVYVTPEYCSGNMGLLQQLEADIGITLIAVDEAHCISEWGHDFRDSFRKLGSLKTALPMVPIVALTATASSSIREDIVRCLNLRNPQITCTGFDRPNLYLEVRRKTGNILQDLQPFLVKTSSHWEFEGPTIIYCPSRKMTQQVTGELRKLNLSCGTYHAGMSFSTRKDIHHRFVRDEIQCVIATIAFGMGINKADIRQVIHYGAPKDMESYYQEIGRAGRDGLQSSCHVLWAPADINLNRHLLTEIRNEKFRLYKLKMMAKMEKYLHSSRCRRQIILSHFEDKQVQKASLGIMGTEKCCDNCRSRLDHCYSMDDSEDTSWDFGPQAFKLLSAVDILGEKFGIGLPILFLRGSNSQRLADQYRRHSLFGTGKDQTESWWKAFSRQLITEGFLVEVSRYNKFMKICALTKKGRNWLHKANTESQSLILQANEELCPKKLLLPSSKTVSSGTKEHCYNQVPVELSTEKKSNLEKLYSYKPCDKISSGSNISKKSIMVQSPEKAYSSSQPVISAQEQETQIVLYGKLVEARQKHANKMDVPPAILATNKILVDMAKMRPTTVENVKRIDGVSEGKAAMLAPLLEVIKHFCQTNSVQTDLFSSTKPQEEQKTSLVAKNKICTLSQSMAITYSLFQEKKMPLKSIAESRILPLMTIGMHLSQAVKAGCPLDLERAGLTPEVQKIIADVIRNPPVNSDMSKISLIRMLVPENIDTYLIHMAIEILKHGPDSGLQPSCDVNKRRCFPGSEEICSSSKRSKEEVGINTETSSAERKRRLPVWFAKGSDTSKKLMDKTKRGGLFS
#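 Kinetic red-fluorescence monitoring (525/598 nm) tracks WRN helicase activity after 100 nM fluorophore-quencher forked duplex and 2 mM ATP are added to 20 nM enzyme pretreated 15 min at room temperature with compound.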
# MCF10A rereplic – A quantitative high throughput screen for small molecules that induce DNA re-replication in MCF 10a normal breast cells; MCF 10A DNA re-replication, Hoechst nuclear intensity, 48 h; hit rate 2.9% among 350,000; Potency, µM (titrated, usually from 46.1 µM), for inactives: at the top dose activity, positive = re-replication, hits mostly activators; also: potency is read from the fitted curve at half-maximal effect; % of control where 0% means no effect; nearly all actives have a fitted effect of over 50% in size
# ATXN2 expr inh – Primary qHTS for Inhibitors of ATXN expression; HEK-293 ATXN2-luciferase reporter, luminescence, 24 h; Potency, µM (titrated, usually from 57 µM), for the others: at the top dose activity change, negative = inhibition, usual class: inhibitors; hit rate 0.72% among 360,000; AID 1745845, 2022; also: potency is read from the fitted curve at half-maximal effect; % is scaled to controls: 0 for no effect and ±100 for the full control effect; nearly all actives have a fitted effect of over 55% in size
#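 ATXN2-luciferase reporter cells (luciferase flanked by upstream and downstream ATXN2 gene portions) were treated 24 h at 37 °C with compounds at up to 57 uM. SteadyGlo luminescence gave expression; GF-AFC fluorescence gave viability.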
# HT1080-NT tox – qHTS for induction of synthetic lethality in tumor cells producing 2HG: qHTS for the HT-1080-NT fibrosarcoma cell line; HT-1080-NT fibrosarcoma viability, CellTiter-Glo ATP luminescence, 48 h; Potency, µM (highest dose often 46.1 µM), for inactives: at the top dose activity, negative = less viability, most hits filed as cytotoxic; hit rate 1.6% among 360,000;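 also: NT is the 2HG producing partner of a matched IDH1 knockdown line; potency is read from the fitted curve at half-maximal effect; 0% = DMSO-treated cells and -100% = media-only wells without cells; nearly all actives have a fitted effect of over 55% in size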
#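 750 cells/well, RPMI + 5% FBS; 2 h settle, compound pin-transfer, 48 h at 37 degrees C. CellTiter-Glo 10 min RT, luminescence. Normalized to DMSO and media-only wells.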
# KB-3-1 tox – qHTS assay for MDR1-selective chemotherapeutics: Primary screen using the parental adenocarcinoma cell KB-3-1; hit rate 1.4% among 400,000; KB-3-1 viability, CellTiter-Glo ATP luminescence, 72 h; Potency, µM (doses to about 46.1 µM), for the others: top-dose activity change, negative = cytotoxic, actives largely listed as cytotoxic; also: potency is read from the fitted curve at half-maximal effect; % is scaled to controls: 0 for no effect and ±100 for the full control effect; nearly all actives have a fitted effect of over 60% in size
#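 Luminescent ATP read-out (CellTiter-Glo) measures survival of drug-naive KB-3-1 cells after 72 h compound exposure at 37 °C. Titration series was screened from lowest to highest concentration, with DMSO vehicle plates as background controls.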
# IL1B secr inh – qHTS for Inhibitors of Inflammasome Signaling: IL-1-beta AlphaLISA Primary Screen; activity change, % at 57.5 µM; hit rate 4.7% among 360,000; THP-1 LPS/ATP IL-1B secretion, AlphaLISA, 16 h; hits give low values; AID 743279, 2014; in the data active = activity change below about -50%; inconclusive = mostly about -30% to -49%; also: % is scaled to controls: 0 for no effect and ±100 for the full control effect
#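 Secreted IL-1B measured by AlphaLISA bead assay after 16 h compound exposure of THP-1 cells; compounds (final up to 57.5 uM) added 1 h before LPS (250 ng/mL) and ATP (1.25 mM) stimulation; lower signal means less secretion.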
# * hit, by the source's call; u = inconclusive; x = not tested or not shown; [ ] = remark or other dose. Unless noted, calls follow the shape of the dose curve; as a rule, active = well fitted curve in the direction sought with a large enough effect; inconclusive = small, poorly fitted or top-dose-only effect, or another doubt; inactive = no such curve, though single readings can be large; an effect the other way counts as inactive or inconclusive.
Molecule	HT1080 IDH1KD tx	SW480 rereplic	KB-V1 cytotox	WRN inhibitor	MCF10A rereplic	ATXN2 expr inh	HT1080-NT tox	KB-3-1 tox	IL1B secr inh
C1CCN(Cc2nnnn2CC2CCCO2)CC1 (centres undefined)	14%	-22%	11%	-4%	3%	-1%	-2%	u	1
CC(C)Oc1ccc(C(=O)NCCCNC(=O)c2ccccn2)cc1	12%	-6%	-25%	1%	-4%	13%	6%	0%	-10
Cc1cnc(NC(=O)C2CCC(C(C)(C)C)CC2)s1 (centres undefined)	1%	12%	u	-2%	u	17%	2%	-15%	-3
CN(C(=O)COC(=O)CCCN1C(=O)c2cccc3cccc(c23)C1=O)C1CCS(=O)(=O)C1 (centres undefined)	6%	-60%[inhibitor]	19%	-5%	3%	-9%	9%	-1%	-3
Cc1nnc(SCC(=O)N2CCOCC2)c2ccccc12	6%	-21%	-5%	-5%	5%	15%	-5%	12%	8
CCCc1nnc2c(N(C)S(=O)(=O)c3ccc(C)cc3)nc3ccccc3n12	-12%	-1%	-7%	-2%	u	7%	-4%	-3%	2
CN(C(=O)c1ccc(S(=O)(=O)NC2CCCC2)cc1)C1CCCCC1	8%[9.24 µM]	2%	u	-3%[57.1 µM]	u	-9%	-9%	u	-6
CC(=O)OCCN1CCN(C(=O)CN2C(=O)NC(c3ccccc3)(c3ccccc3)C2=O)CC1	2%	-3%	20%	-2%	1%	-24%	-11%	8%	-11
Fc1ccc(-c2ccnc3nc(N4CCN(c5ccccc5)CC4)nn23)cc1	8%	-5%	9%	-3%	-4%	x	13%	-1%	0
CCCCn1c(N)c(N(CCC(C)C)C(=O)CC2OC(=O)c3ccccc32)c(=O)[nH]c1=O (centres undefined)	1%	-3%	15%	2%	16%	14%	0%	-6%	1
CCN(CC)C(=S)SCC(=O)c1c(C)[nH]c2ccccc12	-10%	-2%	u	-31%[57.1 µM]	0%	11%	-7%	u	u
N=c1c2c3c(sc2nc2n1CCCCC2)CCCC3	0%	-4%	-2%	5%	2%	0%	-3%	2%	-5
CCC(=NCCc1ccc(OC)c(OC)c1)C1=C(O)CC(C)(C)CC1=O	15%	1%	u	2%	-1%	x	17%	-14%	44
CCSc1cc(C2C(C(=O)OC)=C(C)NC3=C2C(=O)CCC3)c(C)o1 (centres undefined)	-4%	2%	3%	1%	10%	x	0%	-2%	-1
Cc1cc(C)n(CC(=O)N2CCCC(C(=O)c3cccc(OC(C)C)c3)C2)n1 (centres undefined)	-8%	-107%[inhibitor]	-17%	-8%	-2%	11%	-20%	-9%	39
Cc1cccc(NC(=O)CCNC(=O)c2ccccc2)c1	11%	4%	-1%	5%	-2%	12%	12%	-2%	-2
CNC(=O)CCn1nc(-c2ccccc2)c2ccccc2c1=O	8%	-27%	-14%	1%	11%	6%	10%	7%	-10
CCOc1ccccc1N1CCN(C(=O)CNC(=O)c2sc3ccccc3c2Cl)CC1	0%	u	-2%	-1%[57.1 µM]	u	-31%	-3%	-9%	-21
CCOC(=O)/C(=C\c1cccnc1)C(=O)c1cc(C(C)=O)c(Nc2ccccc2)s1	4.1µM*	3.7µM*	6.5µM*	-32%	2.9µM*	3.5µM*	5.8µM*	3.3µM*	-103*
O=C(CO/N=C/c1ccc(OC(F)F)cc1)NCc1cccs1	10%	-8%	u	3%	2%	-1%	6%	-10%	-16
CCCCCn1c(=O)[nH]c2cc(C(=O)NCCCN3CCCCC3C)ccc2c1=O (centres undefined)	u	1%	4%	0%	4%	7%	23µM*	-5%	u
COc1cc2c(C#CCCCO)c(-c3ccsc3)oc(=O)c2cc1OC	0%	u	0%	5%	u	-14%	-1%	-4%	-21
O=C(NC1CCC1)C1CCC(=O)N(Cc2cccc(F)c2)C1 (centres undefined)	21%	-11%	21%	9%	10%	16%	3%	-4%	0
COc1ccc(N=C2SC(CC(=O)Nc3ccc(F)cc3)C(=O)N2Cc2ccco2)cc1 (centres undefined)	-17%	15%	-15%	-13%	u	-14%	-13%	-17%	-8
Cc1sc2ncnc(N3CCC(C(=O)Nc4ccc(Br)cc4Br)CC3)c2c1C	18%	0%	5.8µM*	-8%	18%	-31%	9%	u	0
Cc1cc(NC(=O)C(C)SCC(=O)Nc2cccc(S(=O)(=O)N3CCCCCC3)c2)no1 (centres undefined)	-2%	-5%	-7%	7%	-13%	x	0%	-14%	-2
CCOc1ccc2nc(NC(=O)CSc3nc4c(c(=O)n(C)c(=O)n4C)n3C(C)C)sc2c1	4%	5%	3.7µM*	4%	u	u	-7%	u	8
Cc1nn(C)c(C)c1NC(=O)CSc1nc(-c2ccccc2Cl)nc2c1cnn2-c1ccccc1	-6%	0%	0%	-3%	26%	2%	-5%	7%	20
Cc1ccc(NC(=O)CN(c2ccc(Cl)cc2)S(=O)(=O)c2cc([N+](=O)[O-])ccc2Cl)cc1	-20%	u	u	-31%	u	-24%	-18%	u	-99*
Cc1ccc2c(c1)N(CC(=O)N1CCCCC1)C(=O)C(C)O2 (centres undefined)	-2%	-11%	-3%	2%	-2%	9%	6%	6%	-6

# Remaining list, next part.
Molecule	HT1080 IDH1KD tx	SW480 rereplic	KB-V1 cytotox	WRN inhibitor	MCF10A rereplic	ATXN2 expr inh	HT1080-NT tox	KB-3-1 tox	IL1B secr inh
Cc1cccc(S(=O)(=O)Nc2nc3ccccc3nc2NCc2ccco2)c1	-4%	u	-13%	-16%	6%	8%	u	-24%	-1
O=c1[nH]cnc2c1ncn2C1CCC(CO)O1 (centres undefined)	-1%	x	2%	-3%	x	8%	22%	0%	1
O=C1C(Cc2ccccc2O)NC(=S)N1c1ccccc1 (centres undefined)	25%	10%	20%	4%	-6%	-2%	27%	13%	19
CC(=O)Nc1ccc(-c2csc(Nc3cccc(C)n3)n2)cc1	-25%	-62%[inhibitor]	10%	-2%	-31%[inhibitor]	152%[activator]	-16%	7%	-2
CCCN1Cc2cccc(C(=O)NCc3ccccc3OC)c2C1=O	-1%	2%	-22%	-6%	9%	-11%	-9%	2%	-11
CN(C(=O)COC(=O)COc1ccccc1F)C1CCS(=O)(=O)C1 (centres undefined)	5%	3%	11%	-7%	0%	5%	10%	3%	14
Cc1c(C(=O)NCc2ccc(F)cc2)sc(=O)n1Cc1ccccc1F	-25%	x	u	-1%[57.1 µM]	x	-16%	-17%	1%	u
O=S(=O)(c1ccc(-c2csc(-c3cccnc3)n2)cc1)N1CCCCC1	3%	3%	u	-14%	22%	-36%	8%	-27%	-15
O=c1c(Cl)c(NCc2ccc(F)cc2Cl)cnn1C12CC3CC(CC(C3)C1)C2	2%	3%	-21%	-7%	u	7%	-5%	-1%	9
N=c1c2cn[nH]c2nc(SCC(=O)c2ccc(Br)cc2)n1-c1ccc(Br)cc1	-1%	-4%	-9%	-3%	-10%	-9%	-3%	1%	26
COc1cccc(C(=O)NNC(=O)c2cccc3ccccc23)c1	14%	-3%	11%	-3%	1%	16%	5%	9%	3
O=C(c1ccc(F)cc1)N1CCN(C2CCCCC2)CC1	4%	u	-4%	2%	-3%	-30%	-3%	5%	-6
COc1ccc(NC(=O)CSc2nccc(C)n2)cc1	7%	-3%	0%	0%	-2%	7%	9%	16%	24
CCCc1nn(C)c(C(=O)Nc2cccc(Cl)c2)c1Cl	12%	-3%	0%	-2%	-1%	30%	10%	9%	23
O=C(NCCCN1CCCC1=O)c1c(O)nc2ccccn2c1=O	0%	-6%	u	0%	0%	x	1%	1%	13
CCn1c(CSc2nc3ccccc3s2)nnc1SCC(=O)NCC(=O)OC	2%	-10%	-2%	1%	12%	-1%	3%	19%	13
Cc1nn(Cc2ccc([N+](=O)[O-])cc2)c(=O)n1-c1ccccc1	-16%	-15%	-2%	7%	2%	-2%	-7%	3%	6
O=C(Cc1ccc(S(=O)(=O)N2CCOCC2)s1)Nc1ccc(Br)c(C(F)(F)F)c1	u	u	u	-15%	u	u	u	u	-61*
CCc1nn(CCCC(=O)Nc2ccc(C)cc2C)c(=O)c2cc3occc3n12	22%	-11%	34%	-6%	11%	-10%	-1%	17%	-7
CCOc1ccc(Nc2cc(C)nc(-n3nc(C)cc3C)n2)cc1	0.41µM*	u	u	-13%[57.1 µM]	u	-23%	u	0.41µM*	12
CC1(c2nnc(-c3ccncc3)o2)CC(c2ccccc2)=NO1 (centres undefined)	-1%	-1%[9.22 µM]	-15%	-2%	5%	-2%	6%	0%	0
COc1cc(OC)cc(C(=O)OCCCOC(=O)c2cc(OC)cc(OC)c2)c1	-5%	-16%	-22%	-7%	4%	6%	3%	13%	18

# One compound at a time, as listed above:
# `COc1ccc(NC(=O)CSc2nccc(C)n2)cc1` in the list: HT1080 IDH1KD tx: 7%; SW480 rereplic: -3%; KB-V1 cytotox: 0%; WRN inhibitor: 0%; MCF10A rereplic: -2%; ATXN2 expr inh: 7%; HT1080-NT tox: 9%; KB-3-1 tox: 16%; IL1B secr inh: 24
# `O=c1[nH]cnc2c1ncn2C1CCC(CO)O1` (centres undefined) in the list: HT1080 IDH1KD tx: -1%; SW480 rereplic: x; KB-V1 cytotox: 2%; WRN inhibitor: -3%; MCF10A rereplic: x; ATXN2 expr inh: 8%; HT1080-NT tox: 22%; KB-3-1 tox: 0%; IL1B secr inh: 1

# Screening data from PubChem.
